Source: PubChem BioAssay (National Center for Advancing Translational Sciences (NCATS))
Giardia kill: Small Molecules that selectively kill Giardia lamblia: qHTS | Giardia lamblia trophozoite viability | activity change, % at 7.66 µM, hits read low | hit rate 0.15% among 340,000; in the data active = activity change below about -80%; inconclusive = between about -30% and that limit;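 note: parasites exposed to compound for two days anaerobically before the ATP read; % is set by controls: 0 for no effect and ±100 for the full control effect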
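Luminescence from cellular ATP indicates surviving trophozoites (100 cells/well) following 48 hrs anaerobic compound treatment at 37 deg C; signal develops 15-30 min at room temperature.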
KCNH2 3.1 block: qHTS for Inhibitors of KCHN2 3.1: Mutant qHTS | U2OS KCNH2 3.1, thallium flux FluxOr; active compounds read low | activity change, % (tested at about 1.8 µM) | hit rate 0.95% among 340,000;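 active = maximum activity change below -70%; inconclusive = maximum activity change from -70% to -50%; inactive = maximum activity change above -50%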;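 note: thallium influx rate constant from kinetic fluorescence after stimulation buffer; % is set by controls: 0 for no effect and ±100 for the full control effect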
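Steps: virus added to U2OS suspension (4 h, RT, dark); medium with 10% FBS added, cells plated, 37 C overnight; FluxOr/Red40 loading buffer 45 min RT; stimulation buffer, 2 min kinetic read; rate constant normalized.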
PKM2 activator: qHTS Assay for Activators of Human Muscle isoform 2 Pyruvate Kinase; Pyruvate kinase PKM (Homo sapiens), P14618; purified PKM2, Kinase-Glo ATP luminescence, activation; response scale: 0% is enzyme alone, no compound; Potency, µM (highest dose often 57.5 µM), inactives show top-dose activation, actives largely listed as activators; hit rate 0.34% among 260,000; note: potency is the fitted concentration of half-maximal effect; % is set by controls: 0 for no effect and ±100 for the full control effect; nearly all actives have a fitted effect of over 55% in size
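Kinase-Glo luminescence reports ATP generated from ADP (0.1 mM) and PEP (0.5 mM) by purified hPK-M2 after 1 h at room temperature, pH 7.2 imidazole buffer; intermediate enzyme activity allows detecting inhibitors and activators.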
Menin-MLL TR inh: qHTS Assay for Inhibitors Targeting the Menin-MLL Interaction in MLL Related Leukemias: Competition With Texas Red Labeled MLL-derived Mutant Peptide; O00255; Menin + Texas Red MLL mutant peptide, fluorescence polarization; Potency, µM (titrated, usually from 61.6 µM), without a hit: top-dose FP activity change, negative = inhibition, hits mostly inhibitors; hit rate 0.23% among 270,000; AID 1768, 2009; active = well fitted inhibition curve with a large enough effect in the polarisation, with a control signal flat, not every such curve was filed as active; inconclusive = small, poorly fitted or top-dose-only effect, or effect the other way, or a change in a side signal; inactive = no such curve, though single readings can be large or run the other way; the % refers to the polarisation; note: potency is the fitted concentration of half-maximal effect; % of control where 0% means no effect; many of its hits are not listed in these tables
TRPV1 ag: HTS Assay for Compounds that Act as Agonists of the Vanilloid Receptor 1 | Transient receptor potential cation channel subfamily V member 1 (Homo sapiens), Q8NER1 | TRPV1-expressing cells, Fluo-8 calcium influx, agonist mode | activation, % at 8.33 µM | hit rate 0.19% among 320,000 | AID 540275, 2011; in the data active = activation above about 80%; inconclusive = between about 30% and that limit; note: 0% is about no effect
Target sequence (Q8NER1 whole entry, looked up): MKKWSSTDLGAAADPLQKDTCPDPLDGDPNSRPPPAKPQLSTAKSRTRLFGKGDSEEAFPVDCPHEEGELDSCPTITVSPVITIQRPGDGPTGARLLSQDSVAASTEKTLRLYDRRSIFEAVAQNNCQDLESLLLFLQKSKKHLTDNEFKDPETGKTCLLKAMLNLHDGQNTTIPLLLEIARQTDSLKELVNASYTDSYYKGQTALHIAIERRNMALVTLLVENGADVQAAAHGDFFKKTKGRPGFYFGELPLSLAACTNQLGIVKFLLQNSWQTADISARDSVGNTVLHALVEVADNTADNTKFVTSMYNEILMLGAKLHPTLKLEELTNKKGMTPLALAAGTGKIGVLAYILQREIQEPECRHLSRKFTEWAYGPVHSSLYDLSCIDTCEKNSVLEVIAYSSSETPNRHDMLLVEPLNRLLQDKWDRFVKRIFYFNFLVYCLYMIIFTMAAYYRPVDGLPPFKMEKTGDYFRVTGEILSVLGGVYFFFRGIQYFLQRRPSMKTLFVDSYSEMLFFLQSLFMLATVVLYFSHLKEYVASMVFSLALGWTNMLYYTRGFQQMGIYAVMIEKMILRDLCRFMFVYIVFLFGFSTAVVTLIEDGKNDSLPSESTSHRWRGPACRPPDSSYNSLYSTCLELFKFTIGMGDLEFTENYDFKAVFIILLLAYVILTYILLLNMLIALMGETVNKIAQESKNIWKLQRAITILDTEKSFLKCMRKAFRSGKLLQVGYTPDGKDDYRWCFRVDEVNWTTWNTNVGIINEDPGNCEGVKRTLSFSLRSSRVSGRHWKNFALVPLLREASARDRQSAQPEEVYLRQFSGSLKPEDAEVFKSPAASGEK
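Cells expressing TRPV1 were dye-loaded with Fluo-8 and read kinetically: 10 s baseline, 3 min after compound (agonist portion), then 2 min after EC20 capsaicin (allosteric enhancer portion). Calcium-bound dye fluorescence at 480/520 nm.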
Coupling enz: qHTS Assay for Inhibitors of Fructose-1,6-bisphosphate Aldolase from Giardia Lamblia: Coupling assay counterscreen. activity change, negative = inhibition, % at 58.2 µM, hits read low. coupling enzyme system counterscreen, AmpLite Red fluorescence. AID 2472, 2010. hit rate 0.67% among 290,000; in the data active = activity change below about -30%; note: % is set by controls: 0 for no effect and ±100 for the full control effect
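First, compound is pin-transferred into glyceraldehyde-3-phosphate coupling-enzyme reagent at 57.5 uM final and held 10 min at RT. Next, substrate, coupling system and AmpLite Red are added. After 20 min RT, fluorescence (525/598 nm) is read.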
GALK inhibitor: qHTS Assay for Inhibitors of Human Galactokinase (GALK) | Potency, µM (top dose mostly 57.5 µM), without a hit: top-dose activity change, negative = inhibition, actives largely listed as inhibitors | hit rate 0.007% among 270,000 | Purified GALK, Kinase-Glo residual ATP luminescence | P51570; note: potency is the fitted concentration of half-maximal effect; % is set by controls: 0 for no effect and ±100 for the full control effect
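5 nM enzyme, 35 uM ATP, 100 uM galactose, 20 mM HEPES pH8.0, 5 mM MgCl2; 1 h RT; residual ATP by Kinase-Glo Plus luminescence, qHTS format.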
B2AR arrestin: qHTS assay of beta-arrestin-biased ligands of beta2-adrenergic receptor | hit rate 0.02% among 330,000 | Beta-2 adrenergic receptor (Homo sapiens), P07550 | beta-arrestin recruitment to beta2AR, cell-based reporter | Potency, µM (top dose mostly 46.1 µM), inactives show at the top dose activation, most hits filed as activators;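 note: potency is the fitted concentration of half-maximal effect; 0% = DMSO controls and full agonism = EC100 isoproterenol or metaproterenol; nearly all actives have a fitted effect of over 65% in size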
USP2a inh: qHTS Assay for Inhibitors of Ubiquitin-specific Protease USP2a Using CHOP2 as the Reporter; USP2 core, Ub-CHOP2 coupled fluorogenic reporter, 485/531; Potency, µM (doses to about 38.3 µM), without a hit: at the top dose activity change, negative = inhibition, hits mostly inhibitors; hit rate 0.01% among 330,000; AID 463254, 2010;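 note: potency is the fitted concentration of half-maximal effect; plate controls were DMSO wells for no effect and full inhibition by NEM control for full effect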
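Cell-free coupled assay: 10nM USP2 core preincubated 30min RT with compound in Tris-HCl pH 8.0/CaCl2/CHAPS buffer, then 25nM Ub-CHOP2 and 25nM reporter substrate; fluorescence (Ex 485/Em 531) read after 60min RT, normalized to NEM inhibition, concentration-response curves fitted.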
CXXC DNA block: qHTS Fluorescence Polarization Assay for Inhibitors of MLL CXXC domain - DNA interaction | Histone-lysine N-methyltransferase 2A (Homo sapiens), Q03164 | hit rate 0.037% among 290,000 | Potency, µM (titrated, usually from 115 µM), for the others: at the top dose activity change, negative = inhibition, actives largely listed as inhibitors | AID 2662, 2010 | MLL-CXXC / FITC-HOXA9 DNA fluorescence polarization; active = well fitted inhibition curve with a large enough effect in the polarisation, with a control signal flat, not every such curve was filed as active; inconclusive = small, poorly fitted or top-dose-only effect, or effect the other way, or a change in a side signal; inactive = no such curve, though single readings can be large or run the other way; the % refers to the polarisation; note: potency is the fitted concentration of half-maximal effect
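Purified MLL-CXXC (added from a 7 uM solution) was preincubated 5 min at ambient with pinned compounds in 50 mM Tris-HCl pH 7.5, 50 mM NaCl, 1 mM DTT, 0.05% BSA. Fluorescein-labeled HOX-A9 DNA (50 nM solution) followed, 30 min, then polarization read.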
hERG WT inh: qHTS for Inhibitors of KCHN2 3.1: Wildtype qHTS. hit rate 0.37% among 340,000. U2OS, BacMam KCNH2, thallium flux FluxOr; active compounds read low. activity change, % at 1.84 µM. Voltage-gated inwardly rectifying potassium channel KCNH2 (Homo sapiens), Q12809;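 active = maximum activity change below -70%; inconclusive = maximum activity change between -70% and -50%; inactive = maximum activity change above -50%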; note: % is set by controls: 0 for no effect and ±100 for the full control effect
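U2OS cells transduced with wild-type KCNH2 virus are loaded with FluxOr dye for 45 min, and thallium flux is measured in kinetic reads before and after stimulation buffer. Rate constants are normalized to DMSO controls.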
The depositor's hits bear a star; ? = inconclusive; / = no result given; & = joins results of further samples; [ ] = remark or other dose. Unless noted, calls come from the whole dose curve; as a rule, active = well fitted curve in the direction sought with a large enough effect; inconclusive = small, poorly fitted or top-dose-only effect, or another doubt; inactive = no such curve, though single readings can be large; an effect the other way counts as inactive or inconclusive. Some of the compounds tested, so the mix of outcomes need not match the whole.

SMILES	Giardia kill	KCNH2 3.1 block	PKM2 activator	Menin-MLL TR inh	TRPV1 ag	Coupling enz	GALK inhibitor	B2AR arrestin	USP2a inh	CXXC DNA block	hERG WT inh
O=C(c1ccncc1)C12CN3CN(CN(C3)C1)C2	2	1	4%	2%	-2	1	0%	-0.1%	1%	1%	-8
CCOc1ccc(N=Cc2c(O)n(Cc3ccccc3)c(=S)[nH]c2=O)cc1	-4	19	-5%	/	/	3	-1%	-0.3%	1%	3%	8
O=c1[nH]c(=O)n(-c2cccc(Cl)c2)c(O)c1C=NCCCN1CCOCC1	-4	29	2%	2%	1	3	4%	-1.2%	0%	6%	12
C=CCN(CC#CCOc1ccccc1OC)CC=C	/	/	-10%	-1%	0	-1	4%	-0.3%	1%	9%	/
C=CCn1c(O)c(/C=N/N2CCCCC2)c(=O)[nH]c1=O	12	23	-15%	/	0	0	2%	-0.3%	0%	5%	1
CCN(CC)c1ccc(N=Cc2c(O)n(CCC3=CCCCC3)c(=O)[nH]c2=O)cc1	1	4	0%	2%	3	1	2%	-0.3%	2%	?	4
CCCC(CCC)C(=O)OC[N+](C)(C)CCOC(=O)C(O)(c1ccccc1)C1CCCC1 (stereo not drawn)	4	1	1%	?	0	2	4%	-0.2%	2%	3%	-47
O=C1NC(=O)C(CCc2ccncc2)(CCc2ccncc2)C(=O)N1CCc1ccccc1	12	-19	3%	-1%	2	2	-1%	-0.4%	1%	-1%	2
CCOC(=O)c1ccc2[nH]c(-c3ccc(S(=O)(=O)F)cc3)cc(=O)c2c1	-15	7	-7%	-27%	-1	-3	1%	0.4%	4%	-6%	-13
CCCCn1c(O)c(C(C)=NCc2ccc3c(c2)OCO3)c(=O)[nH]c1=O	2	-8	-5%	/	9	1	6%	-0.6%	-3%	-4%	5
C[N+]1(C)C2CC(OC(=O)C(CO)c3ccccc3)CC1C1OC12 (stereo not drawn)	25	18	/	0%&1%&3%	-4	1	/	-0.2%	1%	8%&2%	-5
CCCCNc1ccncc1S(=O)(=O)NC(=O)NC(C)C	4	-1	1%	-8%	-4	2	0%	0.0%	0%	4%	3
O=C(COc1ccc(Br)cc1)N1CCN(Cc2ccc3c(c2)OCO3)CC1	9	-17	-2%	?	?	1	0%	-0.3%	-3%	15%	-5
CCC(=O)c1c(O)n(C2CCCCCC2)c(=O)[nH]c1=O	1	17	6%	-2%	0	1	9%	-0.4%	0%	6%	-8
COc1ccc(CCn2c(O)c(C=NCc3cccnc3)c(=O)[nH]c2=O)cc1OC	-18	-9	3%	-3%	-7	0	0%	-0.5%	-1%	0%	-6
CC1CCN(C(=O)CCl)CC1	2	-6	15%	0%	-6	3	1%	-1.0%	0%	14%	5
O=c1[nH]c(=S)n(Cc2ccc(F)cc2)c(O)c1C=NCc1cccnc1	26	-8	25%	-6%	3	2	2%	-0.1%	3%	-2%	40
c1ccc(C2NCCc3[nH]cnc32)cc1 (stereo not drawn)	16	3	-2%	0%	-4	2	2%	0.2%	4%	0%	25
O=[N+]([O-])c1cccc2c([N+](=O)[O-])cccc12	14	4	/	/	-6	/	/	0.3%	0%	/	8
O=C(N/N=C/c1c(O)n(Cc2ccc(F)cc2)c(=S)[nH]c1=O)c1ccncc1	32[activator]	-9	-4%	/	/	7	-3%	-0.6%	-4%	42%[activator]	1
O=C(CF)NC(Nc1cccc2cccnc12)C(Cl)(Cl)Cl (stereo not drawn)	6	6	-2%	13%	0	-15	0%	-0.2%	-2%	-3%	-4
CC(=O)NC(C)Cc1ccccc1 (stereo not drawn)	13	-3	-3%	-4%	?	2	0%	6.2%	5%	1%	-6
COC(=O)C1=C(c2ccc(OCc3ccccc3)cc2)C[C@@H]2CC[C@H]1N2C(=O)NCc1cccc(OC)c1	14	-4	/	/	4	/	/	?	4%	/	2
C=CC(C)C(C(=O)c1ccccc1)N(C)C (stereo not drawn)	-17	1	/	13%	18	3	2%	0.0%	1%	1%	-5
O=c1oc2ccccc2n1CSC1=NCCS1	-24	5	-5%	-3%	7	-3	1%	-0.2%	1%	42%[activator]	12
Cn1c(O)c(C=NCc2cccs2)c(=O)n(C)c1=O	2	3	10%	-1%	-1	1	6%	-0.6%	0%	-10%	-37
CC(C)(C)n1cc(C(=O)c2ccccc2OCCCF)cn1	-7	8	/	8%	-1	1	4%	-0.3%	4%	?	9
O=C(c1ccco1)c1cn(Cc2ccc(Cl)cc2)c2ccccc12	-9	?	7%	8%	3	3	4%	0.4%	-5%	-1%	-1
OCCN(CC#CC(O)(c1ccccc1)C1CCCC1)CCO (stereo not drawn)	-2	/	-3%	-1%	-4	-1	3%	-0.2%	0%	0%	-1
COc1ccc(NC(=S)NC(NC(=O)CF)C(Cl)(Cl)Cl)cc1[N+](=O)[O-] (stereo not drawn)	2	0	/	20%	1	0	9%	0.1%	2%	8%	1
O=[N+]([O-])c1cccc(O)c1	-4	-12	/	/	1	/	/	0.5%	1%	/	0
COC(=O)C1=C(c2cccc(C#N)c2)C[C@@H]2CC[C@H]1N2C(=O)NCCO	-9	1	/	/	1	/	/	0.0%	-8%	/	-4
CN1CCN(Cc2ccccc2Sc2ccccc2)CC1	1	?	13%	-26%	-11	-8	1%	-1.0%	0%	-2%	-10
CC(=O)c1ccc2c(c1)C1C(Cl)C(Sc3ccccc3[N+](=O)[O-])CC1C(c1ccccc1)N2 (stereo not drawn)	-5	-30	-8%	?	0	-7	0%	?	-2%	6%	-3
CCC(CC)NCc1c[nH]c2ccccc12	5	3	3%	-8%	-1	1	4%	-0.3%	-5%	-2%	-4
COc1ccc(CC2(CCc3ccncc3)C(=O)NC(=O)NC2=O)c(OC)c1	-17	-3	-28%	-1%	7	0	3%	-0.6%	0%	-2%	-13
O=C(O)CCC(=O)NCCC1=c2ccccc2=N/C1=C\c1c(O)n(Cc2ccc(F)cc2)c(=S)[nH]c1=O	?	5	49%	/	1	4	-15%	5.9%	-1%	20µM*	1
Cc1cc(C=C2C(=O)NC(=S)NC2=O)c(C)n1C1CCCC1	-2	3	9%	5%	1	3	3%	0.3%	1%	?	-4
Cc1ccccc1CCNCc1ccc(Br)cc1	-1	/	3%	-13%	1	4	0%	0.3%	-1%	0%	39
COc1ccc(-c2nc3ccccc3n2OC(=O)N(C)C)cc1	26	-6	-5%	-6%	3	-3	-2%	0.1%	4%	-20%	-10
N=C1c2ccccc2CN1NC(=O)c1ccco1	-12	3	/	/	/	/	/	-0.1%	0%	/	-2
O=C(COc1ccc(S(=O)(=O)N2CCCCC2)cc1)N1CCN(Cc2ccccc2)CC1	-4	-3	1%	-17%	7	-3	0%	0.0%	1%	8%	2
Cc1nc2ccccc2c(=O)n1-c1ccc(Cl)cc1[N+](=O)[O-]	-26	11	12%	0%	-2	14	2%	0.1%	0%	12%	-4
CCOC(=O)c1cccc(-[n+]2c(-c3ccccc3)cc(-c3ccccc3)cc2-c2ccccc2)c1	-13	8	/	/	-1	/	/	-0.9%	-1%	/	-10
CCc1c(C(=O)NN2C(=O)C3C4CCC(O4)C3C2=O)csc1C (stereo not drawn)	-9	0	2%	8%	0	1	2%	-1.0%	4%	1%	12
O=c1[nH]c(O)c(N=Nc2cc(C(F)(F)F)ccc2Cl)c(=O)[nH]1	-3	-11	-5%	39%[activator]	0	7	-1%	0.0%	-4%	-16%	6
